Screening data deposited in PubChem by several laboratories.
NR2E3 ag-1 = agonists of human NR2E3 nuclear receptor | Q9Y5X4 | 360,000 tested, 0.35% active | AID 602229 | inhibition of corepressor binding, % at 3.98 µM | CHO-S Gal4-NCOR/VP16-NR2E3 two-hybrid, luciferase;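 active = inhibition above the mean of all tested compounds plus 3 SD, cut at about 70% in these data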;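 also: 0% = DMSO with NR2E3 transfected cells and 100% = cells lacking NR2E3 construct; higher means lower luciferase signal from less NR2E3 corepressor binding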
Target sequence (Q9Y5X4 whole entry, looked up, the tested form may be a part): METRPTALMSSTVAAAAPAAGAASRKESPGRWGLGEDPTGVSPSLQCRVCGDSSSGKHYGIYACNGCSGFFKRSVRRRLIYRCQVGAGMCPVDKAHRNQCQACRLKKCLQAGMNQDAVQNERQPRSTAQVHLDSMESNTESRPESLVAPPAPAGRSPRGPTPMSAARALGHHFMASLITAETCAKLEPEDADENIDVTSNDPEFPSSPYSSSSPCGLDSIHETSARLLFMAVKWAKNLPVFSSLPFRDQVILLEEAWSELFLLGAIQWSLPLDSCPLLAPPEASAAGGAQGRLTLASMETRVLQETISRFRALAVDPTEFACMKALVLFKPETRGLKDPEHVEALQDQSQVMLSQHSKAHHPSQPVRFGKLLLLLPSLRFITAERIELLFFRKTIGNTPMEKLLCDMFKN
hiPSC survival = enhancers of human iPSC single-cell survival; hiPSC single-cell survival, ATPlite luminescence; 100% = ROCK inhibitor wells, 0% = DMSO; survival enhancement, % at 20 µM; 360,000 tested, 0.044% active; AID 602274; in the data active = survival enhancement above about 18%;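 also: cells exposed to compounds for 16 hours before the ATP read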
KKLEB tox = reduces viability of KKLEB cystic fibrosis airway cells. KKLEB CF airway cells viability, ATPlite luminescence, overnight; stronger effect = lower value; cells stimulated with P. aeruginosa culture filtrate. activity change (cytotoxicity), % at 5 µM. 360,000 tested, 0.36% active;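 active = corrected activity change at or below -50% at 5 µM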
TRPM1 prom inh = inhibitors of MITF-driven TRPM1 promoter in melanoma cells | 330,000 tested, 0.83% active | SK-MEL-5 TRPM1 promoter luciferase, 24 h | inhibition, % at 12.5 µM;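 active = mean inhibition across replicates of 60% or more, whatever share of single replicates reaches that level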; also: values of inactives mirror those of a sister screen read the other way
CF NFkB block = cystic fibrosis NF-kB activation inhibition. KKLEB NF-kB-GFP reporter, PAF-induced, GFP fluorescence overnight. inhibition, % at 5 µM. 360,000 tested, 0.86% active. AID 588850;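 active = at least 50% inhibition at 5 µM, scaled per plate between neutral and stimulator controls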;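 also: PAF is a Pseudomonas aeruginosa culture filtrate used as stimulus; plate controls were PAF-stimulated DMSO wells for no effect and unstimulated DMSO wells for full effect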
TWEAK Fn14 block = blocks TWEAK-Fn14 interaction in a reporter cell assay; TWEAK-stimulated Fn14 reporter cells, luciferase luminescence, 8 h; inhibition, % at 10 µM; 360,000 tested, 2% active; in the data active = inhibition above about 50%
NR2E3 ag-2 = NR2E3 (human) agonism; Q9Y5X4; GST-NR2E3/biotin-RetCOR TR-FRET, 1536-well; inhibition of corepressor binding, % at 4.78 µM; 320,000 tested, 0.12% active; AID 2300;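 active = percent inhibition above the cutoff of mean plus 3 SD of all tested compounds, set per screening campaign, cut at about 20% in these data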;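 also: 0% = DMSO wells and 100% = biotin wells as full block of FRET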
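Assay system: NR2E3–RetCOR corepressor complex. Quantity: 1.35 nM GST-NR2E3. Buffer or medium: pH 7.5 Tris-based buffer. Reagent: biotinylated RetCOR corepressor at 7 nM final. Schedule: 5 h at 4 °C. Detection: TR-FRET, emission read at 617 and 671 nm. Replicates: one well per compound, singlicate testing.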
Shn3 inh set2 = inhibitors of Schnurri-3 3'UTR reporter in osteoblasts | Clone20 osteoblast Shn3 3'UTR firefly luciferase, 24 h | inhibition, % at 12.5 µM | 360,000 tested, 0.52% active;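 active = mean inhibition of at least 75% with every replicate also reaching 75%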;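 also: 0% = median of neutral control wells and 100% = pilot-screen positive control compound; some compounds past the cut are filed as inactive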
HIF-2a block = inhibitors of HIF-2a; inhibition, % at 18.8 µM; 786-0 RCC cells HIF-2a reporter, luciferase luminescence, overnight; 360,000 tested, 0.72% active;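 active = inhibition of the luminescence signal of 40% or more relative to plate controls, in a single-dose primary screen at 18.75 µM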
Peg3 prom inh = Peg3 promoter activity inhibition; HeLa PEG-Prom luciferase reporter, luminescence, overnight; inhibition, % at 20 µM; 360,000 tested, 1.7% active; AID 588405;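 active = inhibition of at least 50% at 20 µM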
aDG glyco act = increases alpha dystroglycan glycosylation | Pro5-aDG cells, alpha-DG glycosylation AlphaScreen (IIH6); 0% Pro5, 100% B10-LARGE cell signal | activation, % at 10 µM | 360,000 tested, 0.22% active;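 active = activation of at least 8% versus controls, or a plate z-score of at least 8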;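 also: Pro5 are CHO cells carrying HIG-tagged alpha-DG that lacks glycosylation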
* marks the source's active call; other numbers are inactive results; · = no result given.

Structure,NR2E3 ag-1,hiPSC survival,KKLEB tox,TRPM1 prom inh,CF NFkB block,TWEAK Fn14 block,NR2E3 ag-2,Shn3 inh set2,HIF-2a block,Peg3 prom inh,aDG glyco act
Cc1cccc(NC(=O)CC(C)(C)C)c1,-9,-0.1,-1,6,5,-13,2,4,5,-11,0.0
CCC(C(=O)NC1CCCC1)N(C(=O)Cn1nnc(-c2ccc(C)o2)n1)c1ccc(OC)cc1 (stereo not drawn),-18,0.0,-4,15,4,-20,-2,-3,17,24,0.0
CCOC(=O)N1CCN(CC(=O)Nc2ccc(C)c(Br)c2)CC1,-20,2.8,-14,21,6,-1,-2,15,14,14,0.2
CCOC(=O)c1ccc2nc(NC(NC(C)=O)(C(=O)OC)C(F)(F)F)sc2c1 (stereo not drawn),5,-0.5,8,5,1,-1,-5,-7,23,3,-0.2
CS(=O)(=O)N(CC(=O)Nc1ccccc1Br)Cc1ccccc1,-32,-0.1,5,0,4,-5,4,-11,6,7,0.2
O=C(NC1=NCCS1)C1CCN(S(=O)(=O)c2ccccc2C(F)(F)F)CC1,9,2.9,3,-1,-5,-41,5,17,8,13,-0.1
CCOC(=O)[C@]12CCCC=C1N(Cc1ccc3c(c1)OCO3)C(=O)[C@H](CC(=O)N1CCCCC1)C2,-8,-1.0,·,·,·,10,·,·,5,·,0.1
CCCCN1CC(COC)Oc2cccc(F)c2S1(=O)=O (stereo not drawn),21,6.1,-7,3,15,4,·,-7,-3,-12,0.1
Cc1cc(CNC(=O)COc2ccc(F)cc2Cl)cc(C)c1O,-11,0.4,4,-25,-5,-17,4,-9,-31,-14,0.9
CCCc1cc(=O)[nH]c(SCC(=O)N2CCN(S(=O)(=O)c3ccc(C)cc3)C2)n1,-6,6.4,-19,·,18,-17,4,19,18,11,-0.2
Cc1cc(=O)nc2c3ccccc3n(C(C)C(=O)NCCN3CCOCC3)n12 (stereo not drawn),-38,-0.4,12,-7,24,-1,-2,-6,15,7,-0.3
COC(=O)c1sc2ccccc2c1N,-36,0.0,15,-5,-31,-3,4,-3,-139,-115,0.1
COC(=O)CSc1snnc1-c1ccc(Cl)cc1Cl,-3,-0.1,-5,1,-10,-8,-1,-7,2,-26,-0.3
COc1ccccc1NC(=O)c1nn(-c2ccccc2)ccc1=O,-41,0.7,0,-18,2,-4,2,-9,-42,-35,-0.3
COc1ccc(S(=O)(=O)N2CC(=O)Nc3ccccc32)cc1F,-24,0.1,2,3,-20,17,-3,-3,18,16,-0.1
N#Cc1ccsc1NC(=O)CCN1C(=O)C2CCCCC2C1=O (stereo not drawn),7,5.4,-28,12,-7,7,·,2,1,-7,0.2
CCCCOc1ccc(Cc2c(COCC)[nH]c(=S)[nH]c2=O)cc1,-22,8.0,-3,4,3,-1,0,13,16,14,0.2
Cc1noc(C)c1C(=O)Nc1nc2ccc(F)cc2s1,-125,-0.5,10,-66,-26,-1,1,-85,-264,-277,0.0
CCCCNC(=O)CN1CCC2(O)CCCCC2C1c1ccccc1OC (stereo not drawn),-4,-0.6,2,12,-1,3,0,5,8,14,-0.1
COC(=O)c1ccc(CSc2ncnc3ccccc23)o1,15,-0.6,-20,-4,32,2,4,16,-2,-2,0.0
Cn1c(=O)[nH]c(=O)c2c1nc(N1CCNCC1)n2Cc1cccc2ccccc12,-2,-0.9,-10,3,-1,-15,2,8,17,-6,-0.3
CCN1CCN(C(=O)Cn2nc(C)n3c(cc4c(OC)cccc43)c2=O)CC1,-18,-0.4,14,-3,-39,-20,2,1,-2,-1,0.0
CSc1ccc(C2C(C#N)=C(N)N(c3ccccc3)C3=C2C(=O)CCC3)cc1 (stereo not drawn),-19,-2.2,-2,6,-12,15,-1,6,-23,-14,-0.2
CC12CCC(=O)N1C(C(=O)NNC(=O)COc1ccccc1Cl)CS2 (stereo not drawn),-10,-0.5,-7,6,-4,-7,-3,0,7,-1,0.0
CCN(c1ccccc1)S(=O)(=O)c1ccc2c(c1)N(C(C)=O)CCO2,-13,-0.4,3,7,18,7,3,-4,18,6,-0.1
O=C(NC(=S)N1CCCCCC1)C1CC1,-1,-0.3,8,9,-3,9,0,5,27,2,0.3
CN1C(=O)C2(CCCCC2)C1c1ccccc1 (stereo not drawn),-25,1.4,-4,6,-4,21,·,-8,9,-7,-0.2
CCc1ccc2c(CN(C)Cc3ccc(OC(F)F)c(OC)c3)cc(=O)oc2c1,-15,0.1,-16,17,27,-5,5,-6,-1,-19,0.1
O=C(NCC1CCN(c2ccc(S(=O)(=O)N3CCOCC3)cc2)CC1)Nc1ccccc1F,-12,-0.3,6,·,4,10,1,15,16,19,0.1
CCOc1ccc(/C=C2\SC(=S)N(CC(=O)Nc3ccccn3)C2=O)cc1,-17,-0.1,-10,-14,-5,8,0,-31,-15,-20,-0.1
COc1ccc(NC(=O)Nc2nc(C)cc(C)n2)c(OC)c1,5,-0.4,0,4,8,22,0,22,14,24,0.4
CCn1c(C)c(C)c2cc(C(=O)NCCN3CCCCCC3)ccc21,-39,0.7,-7,-25,9,-5,-2,13,5,2,0.2
O=C(Cn1nc(C(=O)O)c2ccccc2c1=O)Nc1ccc(Cl)c(S(=O)(=O)N2CCOCC2)c1,12,-1.1,0,1,-18,-22,·,9,4,24,0.3
CCCCCCc1cc2cc(-c3nnc(-c4ccccc4)o3)c(=O)oc2cc1O,-7,1.5,-48,29,-67,70*,2,69,4,30,0.6
CN(CCO)C(=O)c1c(NC(=O)c2ccccc2)sc2c1CCCC2,-13,0.5,7,14,4,-5,-1,-8,16,9,-0.1
COc1c[nH]n(C2CCCCC2)c(=O)c1=O,-18,6.9,-9,0,-1,-7,4,5,-10,15,-0.3
O=C(CN(CC1CCCO1)C(=O)CNS(=O)(=O)c1ccc(Cl)cc1)NCCc1ccccc1 (stereo not drawn),-1,2.4,4,12,5,0,4,-9,3,21,0.1
CC1CCC(NC(=O)c2cccc(S(=O)(=O)N3CCN(C)CC3)c2)CC1 (stereo not drawn),-46,1.2,4,-32,-14,-18,-4,-9,-93,-57,0.3
Clc1ccc(-n2ncc3c(NCCCn4ccnc4)ncnc32)cc1,-44,-3.2,2,-56,7,30,2,-65,-176,-249,0.5
O=C(NCc1ccccc1)[C@@H]1CCCN1C(=O)[C@@H]1CCCN1C(=O)c1cccc2ccccc12,22,-1.4,·,·,·,16,·,·,7,·,0.2
CC(=O)NC(c1ccccc1)c1nc2ccccc2[nH]1 (stereo not drawn),-7,-2.2,0,1,6,0,3,19,6,-8,-0.1
COc1ccc(C2=C/C(=C/c3cccnc3)C(=O)O2)cc1OC,-4,-2.7,-11,10,-5,3,0,-16,17,14,-0.3
CCOC(=O)c1sc2nc3c(SCC(=O)O)cc(C(=O)c4ccccc4O)cn3c(=O)c2c1C,2,-0.7,-10,2,2,-11,-3,2,9,1,0.6
[N-]=C=C1C(=S)NC(=O)[C@H]([n+]2ccccc2)[C@H]1c1ccc(Cl)cc1,-3,-0.4,16,14,2,-8,6,·,0,1,0.1
COc1ccccc1C(CNC(=O)C(CCSC)NS(=O)(=O)c1ccccc1F)N1CCCC1 (stereo not drawn),-1,-0.4,-10,-5,14,-2,-4,0,-9,1,-0.2
Cc1cccc(C(=O)OCc2cc3ccccc3[nH]c2=O)c1,-7,-0.8,-25,-9,10,-5,7,20,6,-2,0.0
Cc1cc(F)ccc1NC(=O)c1ccc(NS(=O)(=O)c2cccs2)cc1,-22,0.7,-17,·,8,5,·,-7,2,3,0.2
CN1C(C(=O)Nc2ncccn2)=C(O)c2ccccc2S1(=O)=O,-1,-0.3,12,0,-1,-2,·,-3,15,12,-0.2
Cn1c(-c2cc3ccccc3oc2=O)nc2ccccc21,-68,-0.2,4,-225,-4,-16,-2,-81,-253,-218,-0.1
C#CCN(C[C@@H]1[C@@H](OC(=O)NCc2ccc(OC)c(OC)c2)[C@@H](OC(=O)NCc2ccc(OC)c(OC)c2)Cn2c(=O)n(CCCCCC)c(=O)n21)S(=O)(=O)c1ccc(C)cc1,-11,0.9,-14,·,12,-20,·,-11,8,9,1.2

Next structures follow:
Structure,NR2E3 ag-1,hiPSC survival,KKLEB tox,TRPM1 prom inh,CF NFkB block,TWEAK Fn14 block,NR2E3 ag-2,Shn3 inh set2,HIF-2a block,Peg3 prom inh,aDG glyco act
Cc1ccc2c(c1)P(=O)(O)c1cc(C)ccc1O2,4,1.0,-12,-2,8,4,·,2,6,-3,0.2
O=C(COn1nnc2ccccc21)N1CCN(Cc2ccccc2)CC1,-25,0.5,-9,-41,0,-18,1,-8,-130,-100,0.1
O=[N+]([O-])c1cc(C(F)(F)F)cc([N+](=O)[O-])c1NCCN1CCNCC1,-13,-0.5,5,·,-24,22,1,-30,7,-15,1.6
Clc1cc2c(c(Cn3cnc4ccccc43)c1)OCOC2,-23,-2.4,-1,-3,15,1,0,4,14,-4,0.6
Cc1ccc(NC(=O)COc2cccc(/C=C3\SC(=S)N(CCC(=O)O)C3=O)c2)cc1Cl,-6,0.2,-11,-7,20,-30,-2,2,-61,-26,0.2
O=C(NC1CCOCC1)C1CCC(=O)N(Cc2ccc(Cl)cc2)C1 (stereo not drawn),-6,0.0,4,10,15,11,-4,8,1,8,-0.2
COc1ccc2[nH]cc(CCNC(=S)NCCc3ccccc3)c2c1,-1,-0.3,8,-6,-11,-15,0,3,-31,-15,0.3
COc1cc(C(=O)NC2Cc3ccccc3C2)ccc1OC1CCN(C(C)=O)CC1,-8,-0.5,-13,7,19,-12,·,1,1,-15,0.0
O=C(CSc1ccccc1)Nc1ccc(C(=O)Nc2ccc(O)cc2)cc1,-24,0.0,3,14,-5,-57,·,-42,12,-3,0.5
COc1ccc(NC(=S)N(CCc2c(C)[nH]c3ccccc23)Cc2cccnc2)cc1,-28,0.2,13,-12,-13,-42,1,-3,-6,13,-0.2
Cc1ccc(-n2ncc3c2CC(C)(C)CC3NC(=O)CCc2ccncc2)cc1 (stereo not drawn),-19,0.2,-16,15,14,-23,1,12,8,26,0.4
Cc1cc(C)cc(-n2c(SC(C)C(=O)NCc3ccc4c(c3)OCO4)nc3ccccc3c2=O)c1 (stereo not drawn),-7,-0.3,-4,0,-3,12,-2,-29,18,4,0.0
O=C(COC(=O)C1CCC1)NCc1ccc(F)cc1,-24,5.2,5,-4,-4,0,2,-2,13,8,-0.2

Three compounds already listed, sorted by formula weight, highest first.
Structure,NR2E3 ag-1,hiPSC survival,KKLEB tox,TRPM1 prom inh,CF NFkB block,TWEAK Fn14 block,NR2E3 ag-2,Shn3 inh set2,HIF-2a block,Peg3 prom inh,aDG glyco act
CCOC(=O)N1CCN(CC(=O)Nc2ccc(C)c(Br)c2)CC1,-20,2.8,-14,21,6,-1,-2,15,14,14,0.2
COc1ccc2[nH]cc(CCNC(=S)NCCc3ccccc3)c2c1,-1,-0.3,8,-6,-11,-15,0,3,-31,-15,0.3
Clc1cc2c(c(Cn3cnc4ccccc43)c1)OCOC2,-23,-2.4,-1,-3,15,1,0,4,14,-4,0.6
